Source: PubChem BioAssay (several laboratories)
OX1R antag – OX1R (HCRTR1) antagonists, primary screen, fluorescence, CHO/OX1R cells, Fluo-8 calcium, orexin A. Orexin/Hypocretin receptor type 1 (Homo sapiens), O43613. Fluo-8 calcium fluorescence. inhibition, % at 5 µM. 0.43% of 330,000 active. AID 434989, 2010;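 active = inhibition above its plate's threshold, mean inhibition of all tested compounds on the plate plus 3 SD, cut at about 37% in these data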;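 note: 0% = orexin A challenge wells and 100% = SB-334867-A antagonist wells; not every result past the cut was called active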
Target sequence (O43613 whole entry, looked up): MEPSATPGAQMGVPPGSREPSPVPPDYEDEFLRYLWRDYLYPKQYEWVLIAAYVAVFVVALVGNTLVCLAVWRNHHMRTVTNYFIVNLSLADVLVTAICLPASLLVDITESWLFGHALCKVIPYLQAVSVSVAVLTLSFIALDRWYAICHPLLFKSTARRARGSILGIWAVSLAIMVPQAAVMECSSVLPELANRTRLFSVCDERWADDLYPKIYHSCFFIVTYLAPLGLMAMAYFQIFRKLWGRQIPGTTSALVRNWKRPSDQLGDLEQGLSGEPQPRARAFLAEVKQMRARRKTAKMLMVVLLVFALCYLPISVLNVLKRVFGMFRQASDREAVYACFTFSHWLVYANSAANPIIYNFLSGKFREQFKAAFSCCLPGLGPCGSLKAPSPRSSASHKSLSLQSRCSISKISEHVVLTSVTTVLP
CHT allo act – CHT positive allosteric modulators, primary screen, cell-based, membrane potential dye, choline EC20 | High affinity choline transporter 1 (Homo sapiens), Q9GZV3 | CHT-expressing cells; active compounds read high; LV-AA mutant CHT in HEK293 cells | B-score at 10 µM | 0.49% of 310,000 active;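 active = initial fluorescence not abnormally high and integrated response B-score, plate-corrected, over 3 SD above library mean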
Target sequence (Q9GZV3 whole entry, looked up): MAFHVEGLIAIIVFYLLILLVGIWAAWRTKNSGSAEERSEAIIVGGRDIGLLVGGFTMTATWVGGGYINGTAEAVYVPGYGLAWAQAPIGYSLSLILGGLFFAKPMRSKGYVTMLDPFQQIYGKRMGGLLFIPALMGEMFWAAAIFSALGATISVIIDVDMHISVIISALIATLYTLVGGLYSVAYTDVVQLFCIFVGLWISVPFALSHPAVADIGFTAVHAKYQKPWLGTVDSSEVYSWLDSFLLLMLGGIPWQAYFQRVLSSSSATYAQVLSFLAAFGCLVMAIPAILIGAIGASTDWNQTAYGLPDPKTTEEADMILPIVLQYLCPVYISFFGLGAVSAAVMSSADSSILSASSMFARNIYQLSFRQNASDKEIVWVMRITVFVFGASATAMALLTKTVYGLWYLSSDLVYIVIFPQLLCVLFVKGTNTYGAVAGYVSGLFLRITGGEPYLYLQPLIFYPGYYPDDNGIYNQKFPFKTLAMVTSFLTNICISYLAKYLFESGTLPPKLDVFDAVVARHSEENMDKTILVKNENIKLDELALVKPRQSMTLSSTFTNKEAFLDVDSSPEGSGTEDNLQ
Active calls of the source: *; i = inactive; . = no result given.

SMILES	OX1R antag	CHT allo act
COc1ccc(S(=O)(=O)N2CCC(C(N)=O)CC2)cc1C(=O)N1CCCCCC1	-11.5	i
CCN(Cc1ccncc1)S(=O)(=O)c1ccc(C(C)=O)cc1	1.4	i
CSc1ccc(COC(=O)CCS(=O)(=O)c2ccc(C)cc2)cc1	-2.8	i
Cc1[nH]c(-c2ccccn2)nc(=S)c1Cl	-19.5	i
Nc1c(C(=O)O)sc2nc(-c3ccc(F)cc3)cc(-c3ccccc3)c12	-6.0	i
CCCCN(C(=O)CSc1nnc(-c2ccccc2OC)n1C)c1c(N)n(Cc2ccccc2)c(=O)[nH]c1=O	-7.3	i
COc1ccc(Cn2c(=S)[nH]c3cc(C(=O)N4CCCCC4)ccc3c2=O)cc1	-25.8	i
COC(=O)Cc1ccc(NC(=S)NCc2ccc(OC)cc2)cc1	-5.3	i
COc1ccc(CC(=O)N2CC(=O)N(CCc3ccccc3)C(=O)C2)cc1	-6.8	i
CSc1ccccc1C(=O)Nc1nc2ccccc2c(=O)[nH]1	-19.8	i
CCCCC(=O)Oc1c(S(=O)(=O)c2ccc(C)cc2)c(C)nn1C(C)(C)C	-33.4	i
Cc1ccc(S(=O)(=O)N2CCCCC2CCNC(=O)C(=O)NCc2ccco2)cc1 (centres undefined)	-7.6	i
COc1cccc(Nc2nnc(SCC(=O)N(CC(C)C)CC(C)C)s2)c1	-21.5	i
Cc1ccc2cccc(S(=O)(=O)N3CCCc4ccccc43)c2n1	-8.4	i
COc1ccc(N2CCN(C(=O)c3ccc(NC(=O)C4=CSCCO4)cc3)CC2)cc1	-17.3	i
COc1ccccc1NC(=S)NNC(=O)c1cc(C)n(C)n1	-6.0	i
CC1Cc2ccccc2N1C(=O)COC(=O)c1ccc([N+](=O)[O-])o1 (centres undefined)	4.9	.
CC(C)N1CCN(Cc2cccn2-c2nccs2)CC1CCO (centres undefined)	-10.3	i
O=C(Cn1ccc2ccccc2c1=O)Nc1ccc2c(c1)OCO2	-20.9	i
COc1cccc(NC(=O)C2CCN(Cc3cnn(-c4ccccc4)c3-n3cccc3)CC2)c1	-0.1	i
CCN1CCN(Cc2ccc(NC(=O)Nc3ccccc3OC)cc2)CC1	-16.1	i
COc1ccc2c(c1)-c1ccccc1S(=O)(=O)N2C(C)=O	-3.2	i
C/C=C/c1ccc(OCCCCn2cncn2)c(OC)c1	-20.8	i
CCN(CC)CCC(c1ccc(N(C)C)cc1)c1c(OC)cc(OC)c2ccc(=O)oc12 (centres undefined)	-23.7	i
Cc1cccc(C)c1-n1c(SCC(=O)NCc2ccco2)nc2ccccc2c1=O	-16.5	i
CC(C)OP(=O)(OC(C)C)C(NC(=O)c1ccccc1Br)C(N)=O (centres undefined)	-3.6	i
COC(=O)c1nc2n(n1)C(c1ccc([N+](=O)[O-])cc1)C(C(=O)Nc1ccc(Cl)cc1)=C(C)N2 (centres undefined)	-13.0	i
CCN(CC)CCCNC(=S)N(Cc1ccco1)Cc1cc2cc3c(cc2[nH]c1=O)OCCO3	-16.8	i
Cc1occc1-c1nnc(SCC(=O)Nc2nc(C(C)(C)C)cs2)o1	13.1	i
C=CCNC(=S)Nc1cc(C)ccn1	-5.6	i
Cc1ccc(C2=NOC(C)(c3nnc(-c4ccccc4)o3)C2)cc1 (centres undefined)	-11.3	i
O=C(NCc1ccncc1)C(=O)NCC1OCCN1S(=O)(=O)c1ccc(Cl)cc1 (centres undefined)	-14.6	i
CC1(C)Cc2ccccc2C(C(Cc2ccccc2)C(N)=O)=N1 (centres undefined)	-18.0	i
CC(C)(C)c1ccc(CSc2ccc(S(=O)(=O)N3CCOCC3)cn2)cc1	-9.9	.
CCC(=O)N1CCN(c2ccc(Cl)cc2NC(=O)c2ccc3c(c2)OCCO3)CC1	-25.1	i
COC(=O)c1ccc(NC(=O)Nc2ccc([N+](=O)[O-])cc2)cc1	37.1*	i
Cc1[nH]c2ccccc2c1-c1nc2ccccc2[nH]c1=O	-14.1	i
Cn1ncc(Cl)c1C(=O)NC1C2CC3CC(C2)CC1C3 (centres undefined)	-16.9	i
CCOc1ccccc1NC(=O)C1CCC(=O)N1S(=O)(=O)c1ccc(C)cc1 (centres undefined)	.	i
C=CCNC(=O)C1CC(=O)N(c2ccc(OCC(=O)Nc3ccc(CC)cc3)cc2)C1 (centres undefined)	-7.7	i
O/N=C/c1cccc[n+]1CCCCCC[n+]1ccccc1/C=N/O	.	6.38*
O=C(NCCc1ccccc1)C(=O)NCC1OCCN1S(=O)(=O)c1ccc(F)cc1 (centres undefined)	-4.7	i
COc1cc(NC(=S)N2CCC(C(N)=O)CC2)cc(OC)c1	-11.4	i
Cc1cc(C)c2c(c1)/C(=N/Nc1ccc(S(N)(=O)=O)cc1[N+](=O)[O-])CCC2	-9.8	i
COC(=O)c1ccccc1NC(=O)Cn1cc2c(n1)CCC(C)C2 (centres undefined)	-18.1	i
Cc1ccc(-c2cc(C(=O)NCc3cccs3)no2)cc1	0.8	i
C/C(=N\NC(=O)c1nn(C)cc1Br)c1cccc(NC(=O)C(C)(C)C)c1	-10.4	i
CCn1cc(C(=O)NCc2ccc3c(c2)OCO3)c(=O)c2cc(S(=O)(=O)N3CCOCC3)ccc21	-12.1	i
CC(=O)Nc1ccc(S(=O)(=O)Nc2nc3nc(-c4ccccc4)cc(-c4ccccc4)n3n2)cc1	-54.0	i
COC/C=C/C1=CC2=CC(=O)C(C)(O)C(=O)C2=CO1 (centres undefined)	5.9	i
CCC(=NC1CC(C)(C)NC(C)(C)C1)C1=C(O)CC(C)(C)CC1=O	9.6	i
COc1ccc(NC(=O)N2C3CCCC2CC(NC(=O)c2ccccc2)C3)cc1 (centres undefined)	-14.4	i
CCCN(C(=O)Cc1nc(N)n[nH]1)C1(C(=O)Nc2c(C)cccc2C)CCCCC1	-12.5	i
CC(C)(C)NC(=O)NC(=O)COC(=O)Cc1coc2ccc3ccccc3c12	-27.6	i
O=C(Nc1ccccc1)c1snc2c(=O)[nH]cnc12	-25.2	i
COC(=O)Oc1ccc(/C=N/NC(=O)CSCc2ccc(Cl)cc2)cc1OC	5.0	i
C=CCNC(=O)CCCOc1cccc(C)c1	5.5	i
COc1ccc(Nc2nc(C(C)(C)C)nc3c2nnn3Cc2ccccc2Cl)cc1OC	-19.2	i
O=C(O)c1ccccc1C(=O)OCCCCOC(=O)c1ccccc1C(=O)O	-1.7	i
COc1ccccc1-n1c(SCC(N)=O)nc2c(c1=O)SCC2	-7.9	i

The results go on:
Below each SMILES – OX1R antag	CHT allo act
- Cc1csc2nc(O)c(C(=O)NC3CCCCC3)c(=O)n12
 : -32.6	i
- Cc1cc(C)cc(N(C(=O)c2cc3ccccc3oc2=O)C2C=CS(=O)(=O)C2)c1 (centres undefined)
 : -15.9	i
- CCN(C(=O)COC(=O)c1ccc2c(=O)n3c(nc2c1)CCC3)C1CCS(=O)(=O)C1 (centres undefined)
 : -9.8	i
- COc1cccc(CNC(=O)CCCNC(=O)c2ccc(Cl)cc2)c1
 : -21.3	i
- CC1CCCN(Cc2c(O)ccc3c2O/C(=C\c2ccco2)C3=O)C1 (centres undefined)
 : -5.4	i
- COCCNC(=O)C(=O)NCC1OCCN1S(=O)(=O)c1cc(F)ccc1F (centres undefined)
 : -7.1	i
- COC(=O)c1cc(NC(=O)COC(=O)C2COc3ccccc3O2)cc(C(=O)OC)c1 (centres undefined)
 : 4.8	.
- C=CC[n+]1ccc2ccccc2c1C
 : -9.9	7.74*
- CCOC(=O)N1CCC(NS(=O)(=O)c2ccc3c(c2)OCC(=O)N3)CC1
 : -15.7	i
- COc1cccc(Nc2nc3ccccc3nc2-n2nc(C)cc2C)c1
 : -16.8	i
- Cc1ccc(NC(=O)CN2C(=O)N/C(=C/c3ccc(N4CCOCC4)cc3)C2=O)cc1
 : -7.8	i
- CC(C)Cn1c2c(c(O)c(C(=O)Nn3c(Cc4ccccc4)nc4ccccc4c3=O)c1=O)CCCC2
 : -22.0	i
- O=C1c2cccc3cccc(c23)C(=O)N1/N=C/c1ccc(O)cc1O
 : -7.5	i
- O=C(Nc1ccc(S(=O)(=O)N2CCCC2)cc1)c1ccc(CN2CCOCC2)cc1
 : -26.7	i
- O=C(COc1ccc(Cl)cc1Cl)NC(=S)N1CCCc2ccccc21
 : 1.1	i
- C/C(=N\OCC(=O)Nc1ccc(OC(F)(F)F)cc1)c1ccc2c(c1)OCCO2
 : -5.9	i
- c1ccc(-c2nn3c(-c4ccco4)nnc3s2)nc1
 : -4.8	i
- C=C[C@@H]1c2ccccc2N(S(=O)(=O)c2ccc(C)cc2)[C@H](c2ccc(C(=O)OC)cc2)C1(C#N)C#N
 : -13.9	.
- CCOc1ccccc1NC(=O)CCSc1nc2n[nH]c(C)c2c(=N)n1-c1ccccc1Cl
 : -21.3	i
- COc1cc(OC)c(C2CC(=O)N3CN(C)CSC3=C2C#N)cc1OC (centres undefined)
 : 9.2	i
- O=C(CCc1ccccc1)C(=O)N1CCCC(C(=O)c2cccc(Cl)c2)C1 (centres undefined)
 : -17.2	i
- O=C(NCCCN1CCOCC1)c1cc(-c2ccccc2)on1
 : -9.3	i
- NC(=O)c1ccc(-c2c(-c3ccccc3)sc3ccccc23)cc1
 : 1.7	.
- CC12CCC(C/C1=N\N=C1\NC(=O)/C(=C\c3ccc(Cl)cc3)S1)C2(C)C (centres undefined)
 : -2.7	i
- COc1ccc(CCNc2nc(C)nc3c2oc2ccccc23)cc1OC
 : 30.7	i
- CCc1ccc(OCC(=O)N(Cc2ccccc2)C2CCS(=O)(=O)C2)cc1 (centres undefined)
 : -4.5	i
- COc1nc(N)c(S(=O)(=O)c2ccc(C)cc2)cc1C#N
 : -14.8	i
- COC(=O)c1cc(OC)c(OC)cc1NCC(=O)Nc1cccc(C(F)(F)F)c1
 : -23.8	i
- COc1ccccc1N1CCN(C(=O)c2c(-c3ccccc3Cl)noc2C)CC1
 : -12.0	i
- COc1ccc(OCCCC(=O)N(C)CC(=O)Nc2c(C)cccc2C)cc1
 : -38.2	i
- O=C(C1=CC=CN2CCS(=O)(=O)N=C12)N1CCN(c2cccc(Cl)c2)CC1
 : -15.1	.
- COc1ccc(CC(=O)NCc2nnc(SCC(=O)Nc3nccs3)n2C)cc1
 : -32.2	i
- CN(C)/C=C/c1c([N+](=O)[O-])c2ccc(O)cc2n1-c1ccccc1
 : -8.3	i
- O=C(N/N=C/c1cn[nH]c1-c1ccc(F)cc1)c1ccncc1
 : 13.6	i
- Cn1nnnc1-c1cc(Br)ccc1NC(=O)c1ccccc1
 : -1.3	i
- Cc1ccc(C)c(N2CCN(C(=O)c3nn(C)c4c3CS(=O)(=O)c3ccccc3-4)CC2)c1
 : -10.4	i
- O=C(CSCc1cccc(Cl)c1)OCc1nc2ccsc2c(=O)[nH]1
 : -22.4	i
- C=C(C)C(=O)Nc1cccc(C(C)=O)c1
 : 9.1	i
- CCCCn1c(N)c(NCC(C)C)c(=O)[nH]c1=O
 : 0.6	i
- CCCc1cc(=O)[nH]c2nnc(SCC(=O)Nc3nccs3)n12
 : -12.9	i
- O=C(COC(=O)CCC(=O)c1ccc(Cl)cc1)NCc1ccco1
 : -14.9	i
- Cc1noc(C)c1CSc1nnc(-c2ccncc2)n1-c1ccc(Cl)c(Cl)c1
 : -18.1	i
- COc1cc2c(cc1OC)C(c1ccc3c(c1)OCO3)C1=C(CC(C)(C)CC1=O)N2 (centres undefined)
 : -24.8	i
- CCC(C)c1ccccc1N1CC(C(=O)N2CCN(S(=O)(=O)c3ccc(F)cc3)CC2)CC1=O (centres undefined)
 : -13.8	i
- CCN(CC)C(=O)CC(c1ccc2c(c1)OCO2)c1c(O)cc(OC)cc1OC (centres undefined)
 : -23.8	i
- CCN(CC)CC(=O)Nc1ccc(/C(C)=N/NC2=NCCN2)cc1
 : -2.6	i
- CN(C)CCCNC(=O)CCc1nc2ccccc2c(=O)[nH]1
 : -5.9	i
- CCOc1ccc(N2C(=O)C3ON(C)C(c4ccc([N+](=O)[O-])cc4)C3C2=O)cc1 (centres undefined)
 : -5.9	i
- CC(NC(=O)c1cccc(S(=O)(=O)N2CCc3ccccc32)c1)c1ccco1 (centres undefined)
 : -2.7	.
- O=C(CSCc1ccccc1F)NCc1ccccc1
 : -20.2	i

Entries of single compounds, quoted from the list:
Entry for CCOc1ccc(N2C(=O)C3ON(C)C(c4ccc([N+](=O)[O-])cc4)C3C2=O)cc1 (centres undefined) = OX1R antag: -5.9; CHT allo act: i
Entry for CC(NC(=O)c1cccc(S(=O)(=O)N2CCc3ccccc32)c1)c1ccco1 (centres undefined) = OX1R antag: -2.7; CHT allo act: .

Further structures follow:
Below each SMILES – OX1R antag	CHT allo act
- Cc1nn2c(nc(N3CCCCC3)c3ccccc32)c1C=O
 : -7.1	i
- O=C(O)c1ccc(C[n+]2c(-c3ccccc3)csc2Nc2ccccc2)cc1
 : -4.0	i
- c1coc(-c2nnc(SCc3nc4ccccc4[nH]3)o2)c1
 : -9.0	i
- Cc1cccc(NC(=O)c2cc(S(=O)(=O)N3CCC4(CC3)OCCO4)ccc2F)c1
 : -14.5	i
- COC(=O)c1ccc(NC(=S)NC(=O)C2CCC2)cc1
 : -7.3	i
- CCSc1nnc(NC(=O)c2cc(OC)c(OC)c(OC)c2)s1
 : -16.6	i
- N#Cc1ccc(Nc2nc(-c3ccc(O)cc3O)cs2)cc1C(F)(F)F
 : 31.8	.
- CCCC(=O)NC(=S)Nc1cccc(Cl)c1N1CCCC1
 : -37.3	i

Molecules shown so far that contain a COOH group, in the order listed:
Below each SMILES – OX1R antag	CHT allo act
- Nc1c(C(=O)O)sc2nc(-c3ccc(F)cc3)cc(-c3ccccc3)c12
 : -6.0	i
- O=C(O)c1ccccc1C(=O)OCCCCOC(=O)c1ccccc1C(=O)O
 : -1.7	i
- O=C(O)c1ccc(C[n+]2c(-c3ccccc3)csc2Nc2ccccc2)cc1
 : -4.0	i
